D2 antag: HTS Assay for Allosteric Antagonists of the Human D2 Dopamine Receptor: Primary Screen for Antagonists | HEK293 TREx D2 cells, calcium flux, dopamine EC80 | inhibition, % at 10 µM | 340,000 compounds, 2% hits | AID 485344, 2010; in the data active = inhibition above about 30%; also: 0% is about no effect
Target sequence (P14416 whole entry, looked up): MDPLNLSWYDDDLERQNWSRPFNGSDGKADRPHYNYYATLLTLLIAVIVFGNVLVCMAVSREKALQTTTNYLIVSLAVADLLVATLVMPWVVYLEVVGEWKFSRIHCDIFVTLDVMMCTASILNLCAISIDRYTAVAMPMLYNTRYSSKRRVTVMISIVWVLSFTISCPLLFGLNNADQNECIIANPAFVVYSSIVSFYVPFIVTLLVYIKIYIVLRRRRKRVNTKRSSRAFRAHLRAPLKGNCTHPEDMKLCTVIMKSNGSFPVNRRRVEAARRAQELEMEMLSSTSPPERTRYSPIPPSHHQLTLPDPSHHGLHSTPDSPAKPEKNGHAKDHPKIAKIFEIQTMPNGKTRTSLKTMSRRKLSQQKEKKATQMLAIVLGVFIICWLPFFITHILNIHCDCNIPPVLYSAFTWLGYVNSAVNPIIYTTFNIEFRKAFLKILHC
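Compounds are added to dye-loaded, induced HEK293 T-REx cells coupled to calcium release via D2; after a 3 min kinetic read an EC80 dopamine stimulus is given and fluorescence is recorded for 3 more min.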
D2 potentiator: HTS Assay for Positive Allosteric Modulators of the Human D2 Dopamine Receptor: Primary Screen for Potentiators; D(2) dopamine receptor (Homo sapiens), P14416; 340,000 compounds, 0.34% hits; HEK293 T-REx D2, calcium flux, EC20 dopamine potentiation; potentiation, % at 10 µM; AID 485347, 2010;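 active = potentiation over 3 SD above the plate norm, cut at about 30% in these data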; also: 0% is about no effect
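Using a no-wash calcium dye in inducible, force-coupled HEK293 Trex cells expressing D2, we tracked fluorescence each second for 180 s after compound, then for 180 s after EC20 dopamine to detect augmented signalling.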
TRHR ag: qHTS for Small Molecule Agonists and Allosteric Enhancers of Human TRH Receptor: Primary Screen for Agonists. TRHR cells, calcium flux fluo-8, FDSS agonist mode. activation, % at 2 µM. 360,000 compounds, 0.18% hits; also: 0% is about no effect
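Fluo-8-loaded TRHR cells; 10 s baseline, compound added, kinetic Ca2+ fluorescence read 1/s, agonist mode.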
D1 antag: Antagonist of Human D 1 Dopamine Receptor: qHTS | HEK293 TREx D1 cells, calcium flux, dopamine EC80; hits give low values | activity change, negative = inhibition, % at 10 µM | 360,000 compounds, 3.2% hits | AID 504652, 2011; in the data active = activity change below about -30%; also: % is scaled to controls: 0 for no effect and ±100 for the full control effect
Target sequence (P21728 whole entry, looked up): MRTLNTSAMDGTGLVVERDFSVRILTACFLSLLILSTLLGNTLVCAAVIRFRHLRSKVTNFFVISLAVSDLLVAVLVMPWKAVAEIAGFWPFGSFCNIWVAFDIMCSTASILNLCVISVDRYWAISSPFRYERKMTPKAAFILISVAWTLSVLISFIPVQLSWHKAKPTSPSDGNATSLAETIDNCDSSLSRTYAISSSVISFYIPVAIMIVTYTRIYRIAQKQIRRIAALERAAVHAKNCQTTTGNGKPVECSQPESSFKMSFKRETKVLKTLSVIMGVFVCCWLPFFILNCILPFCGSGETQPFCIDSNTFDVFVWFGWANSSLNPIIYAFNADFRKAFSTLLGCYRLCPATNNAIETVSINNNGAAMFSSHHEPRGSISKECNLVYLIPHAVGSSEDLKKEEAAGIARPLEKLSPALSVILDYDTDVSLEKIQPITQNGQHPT
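Cells carrying a force-coupled, tetracycline-inducible human D1 receptor report calcium flux. Each well gets a 10 s baseline, compound with 180 s monitoring, then an EC80 dopamine stimulus with a second 180 s kinetic read.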
D1 PAM: Potentiators of Human D1 Dopamine Receptor: qHTS; 360,000 compounds, 0.036% hits; D(1A) dopamine receptor (Homo sapiens), P21728; HEK293 TREx D1 cells, calcium flux, dopamine EC20 potentiation; potentiation, % at 10 µM; in the data active = potentiation above about 30%; also: 0% is about no effect
TRHR enhancer: qHTS for Small Molecule Agonists and Allosteric Enhancers of Human TRH Receptor: Primary Screen for Enhancers. Thyrotropin-releasing hormone receptor (Homo sapiens), P34981. TRHR cells, fluo-8 calcium fluorescence, EC20 TRH enhancement. enhancement, % at 2 µM. 360,000 compounds, 0.66% hits; in the data active = enhancement above about 30%; also: 0% is about no effect
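TRHR-expressing cells loaded with fluo-8 calcium dye were read kinetically (ex 480/em 530) during compound addition, then stimulated with an EC20 of TRH (10 nM final). Enhancement of the Gq-mediated intracellular calcium response was scored.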
RXFP1 antagonist: qHTS Assay for Antagonists of the Relaxin Receptor RXFP1. 350,000 compounds, 0.59% hits. Relaxin receptor 1 (Homo sapiens), Q9HBX9. activity change, negative = inhibition, % at 57.5 µM. HEK293-RXFP1, relaxin-stimulated cAMP HTRF, 30 min; hits give low values;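 active = activity change of -60% or lower, but not beyond a set lower limit; inconclusive = change between -60% and -40%, or beyond the set limit; inactive = change above -40%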; also: % is scaled to controls: 0 for no effect and ±100 for the full control effect
D2 ag: HTS Assay for Allosteric Agonists of the Human D2 Dopamine Receptor: Primary Screen for Agonists; D(2) dopamine receptor (Homo sapiens), P14416; HEK293 T-REx D2 cells, calcium flux agonist mode; activation, % at 2 µM; 340,000 compounds, 0.53% hits; AID 485358, 2010;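 active = activation over 3 SD above normal in the single-dose calcium agonist read, cut at about 30% in these data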; also: 0% is about no effect
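Tetracycline-induced HEK293 Trex cells with D2 receptor force-coupled to calcium signaling, plated overnight at 30 C and loaded with no-wash calcium dye. Calcium flux read kinetically for 180 s after compound addition; responses flag agonists.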
D1 agonist: Allosteric Agonists of the Human D1 Dopamine Receptor: qHTS | AID 504660, 2011 | HEK293 T-REx D1 cells, calcium flux, agonist mode | 360,000 compounds, 1% hits | D(1A) dopamine receptor (Homo sapiens), P21728 | activation, % at 2 µM; also: 0% is about no effect
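Tetracycline-induced HEK293 TREx D1 cells, force-coupled to calcium signalling, were dye-loaded with a no-wash calcium kit. Compound was pin-added after a 10 s baseline. Fluorescence was read kinetically at 1 cycle/s for 180 s, with calcium rises flagged as agonism.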
An asterisk follows results filed as active; u = inconclusive; x = not tested or not shown. Rule as the data show it, unless noted: active = activation above about 30%; inactive = the rest. This is a random part of the collection; 7.3% or so of the library scored in one or more.

SMILES | D2 antag | D2 potentiator | TRHR ag | D1 antag | D1 PAM | TRHR enhancer | RXFP1 antagonist | D2 ag | D1 agonist
O=C(CN1C(=O)NC2(CCCC2)C1=O)N1CCN(S(=O)(=O)c2ccc(Cl)cc2)CC1 | -9 | 2 | 0.4 | 5 | -2 | -18 | 0 | 0.0 | 0
Cn1nnnc1SCC(=O)NCc1ccc2c(c1)OCO2 | x | 1 | 0.6 | 7 | 3 | 1 | -6 | x | 3
N#CC(C(=O)Nc1ccc(Cl)c(Cl)c1)=C1Nc2ccccc2N1 | -1 | -5 | -0.1 | -9 | -3 | 3 | -5 | 0.5 | -1
O=C1C=C(c2ccc(Cl)nc2)C[C@@H](c2ccc3c(c2)OCO3)C1 | 4 | -11 | -0.6 | x | -1 | 8 | x | 0.1 | -2
COC(=O)C1=C(C)n2nnnc2NC1c1ccc(Cl)cc1 (configuration not stated) | -22 | -3 | 0.1 | -9 | -8 | -2 | -1 | -1.0 | 3
COC(=O)c1c(C(=O)OC)n(CCCN)c2ccc(C)cc12 | 2 | -11 | 0.6 | -8 | -4 | 2 | -6 | 1.4 | 4
C=C(C)n1c(=O)[nH]c2ccccc21 | 4 | -3 | 0.9 | 11 | -2 | -2 | 2 | 0.3 | 4
CC(C)[C@H](NC(=O)OC(C)(C)C)c1nnc(S(=O)(=O)Cc2c(F)cccc2Cl)o1 | 15 | 10 | 2.1 | -16 | -1 | -15 | u | 2.8 | 3
COC(=O)c1nc[nH]c1C(=O)OC | x | 16 | -0.5 | -8 | 0 | 1 | 11 | x | 2
CCNC(=O)/C(C#N)=C/c1c(N2CCN(Cc3ccc4c(c3)OCO4)CC2)nc2c(C)cccn2c1=O | 0 | -3 | -0.3 | 13 | -5 | -8 | -13 | -1.2 | -1
COc1ccc(NC(=S)N(C(C)C)C2CCN(C(C)C)CC2)cc1Cl | -32 | 10 | 0.7 | -5 | -8 | -1 | x | 1.7 | 2
COc1ccccc1CCNC(=O)C(=O)NCC(c1ccco1)S(=O)(=O)c1ccccc1 (configuration not stated) | x | 7 | 0.1 | x | 2 | -7 | -8 | -1.1 | 10

Four of these compounds, reformatted.
Under each structure – D2 antag	D2 potentiator	TRHR ag	D1 antag	D1 PAM	TRHR enhancer	RXFP1 antagonist	D2 ag	D1 agonist
> COC(=O)C1=C(C)n2nnnc2NC1c1ccc(Cl)cc1 (configuration not stated)
    -22	-3	0.1	-9	-8	-2	-1	-1.0	3
> CC(C)[C@H](NC(=O)OC(C)(C)C)c1nnc(S(=O)(=O)Cc2c(F)cccc2Cl)o1
    15	10	2.1	-16	-1	-15	u	2.8	3
> O=C(CN1C(=O)NC2(CCCC2)C1=O)N1CCN(S(=O)(=O)c2ccc(Cl)cc2)CC1
    -9	2	0.4	5	-2	-18	0	0.0	0
> COc1ccc(NC(=S)N(C(C)C)C2CCN(C(C)C)CC2)cc1Cl
    -32	10	0.7	-5	-8	-1	x	1.7	2

Further results follow:
SMILES | D2 antag | D2 potentiator | TRHR ag | D1 antag | D1 PAM | TRHR enhancer | RXFP1 antagonist | D2 ag | D1 agonist
CCOc1ccccc1C(=O)N1CCN=C1SC | -1 | 12 | 0.2 | 2 | -4 | 5 | -1 | 0.1 | 1
CCOC(=O)c1cccc(-c2ccc(C=O)o2)c1 | 4 | 5 | -2.7 | 2 | -9 | 5 | 4 | -1.7 | 2
CCN(CC)C(=O)Cn1cc(SCC(=O)Nc2cccc(C)c2)c2ccccc21 | x | -3 | -0.2 | -12 | 4 | -3 | -14 | -0.1 | 6
Cc1ccc(C)c(NCC(=O)c2ccc(Cl)cc2)c1 | -1 | -13 | -0.1 | 21 | 6 | -5 | 9 | 0.5 | 6
CC1Oc2ccccc2N(CC(=O)c2ccccc2)C1=O (configuration not stated) | 1 | 3 | -0.1 | 22 | 2 | 7 | 0 | -1.4 | -1
Cn1cnc2ccc([N+](=O)[O-])cc2c1=O | 15 | 1 | -1.1 | -9 | -5 | 14 | 11 | -0.5 | 4
Cc1ccc(N(CC(=O)N/N=C/c2ccco2)S(=O)(=O)c2ccccc2)cc1 | -3 | 5 | -0.5 | -2 | 2 | 1 | -13 | -0.5 | -1
CCOc1c(Cl)cc(/C=C/C(=O)N(CC)CC(=O)NCc2cccs2)cc1OC | 5 | -10 | -1.4 | 4 | -7 | -5 | -5 | 0.5 | 0
O=C(O)c1ccc(C(=O)O)c(C(=O)c2ccc(NC(=O)c3ccccc3)cc2)c1 | x | x | -0.8 | -2 | 3 | 1 | -9 | x | 1
CCC(=O)Nc1nc2ccccc2n1Cc1ccccc1 | 0 | -4 | 0.0 | 1 | -1 | -9 | 5 | -0.5 | 4
COC(=O)CC1COc2ccccc2N1C(=O)c1cccc(Cl)c1 (configuration not stated) | 13 | 19 | 0.2 | 6 | 0 | -2 | -11 | -0.1 | 3
Cc1ccccc1Nc1nc(N)c(C(=O)c2ccccc2Cl)s1 | x | -4 | -0.3 | -48* | -3 | 4 | -2 | -0.1 | 95*

Compound profiles, as listed above.
Cc1ccc(C)c(NCC(=O)c2ccc(Cl)cc2)c1 is listed with D2 antag: -1; D2 potentiator: -13; TRHR ag: -0.1; D1 antag: 21; D1 PAM: 6; TRHR enhancer: -5; RXFP1 antagonist: 9; D2 ag: 0.5; D1 agonist: 6
CCOC(=O)c1cccc(-c2ccc(C=O)o2)c1 is listed with D2 antag: 4; D2 potentiator: 5; TRHR ag: -2.7; D1 antag: 2; D1 PAM: -9; TRHR enhancer: 5; RXFP1 antagonist: 4; D2 ag: -1.7; D1 agonist: 2

The results go on:
SMILES | D2 antag | D2 potentiator | TRHR ag | D1 antag | D1 PAM | TRHR enhancer | RXFP1 antagonist | D2 ag | D1 agonist
CCOc1ccc(NC(=O)Nc2ccc3c(c2)N(C)C(=O)CS3)cc1 | -9 | 4 | 0.2 | 61 | 8 | 20 | x | 0.4 | 19
CCC1=NN(C(=O)Cc2ccccc2)C(O)(c2ccncc2)C1 (configuration not stated) | -20 | 18 | -0.6 | -41* | -3 | 26 | -9 | -0.5 | 15
O=C(OCC(=O)c1ccc(S(=O)(=O)N2CCCC2)cc1)C1=COCCO1 | 9 | -11 | 0.4 | -3 | -12 | -5 | -14 | 0.8 | 2
COc1ccc(CC(=O)Oc2ccc(F)c(F)c2)cc1S(=O)(=O)N1CCOCC1 | 7 | 0 | 0.3 | 2 | 1 | -2 | -7 | 0.0 | 6
COc1cc(S(=O)(=O)N2CCN(C(=O)c3ccco3)CC2)ccc1Cl | -8 | -1 | 0.4 | -1 | -3 | -1 | 1 | 1.6 | 1
COC(=O)C1=C(C)N(C)C(C)=C(C(=O)OC)C1c1ccsc1 | 0 | 6 | -0.8 | -15 | -2 | 0 | -4 | 1.6 | 3
COc1ccc(-c2cn3c(C)c(C(=O)Nc4ccncc4)sc3n2)cc1 | 8 | 9 | -1.5 | -23 | x | 4 | -17 | -0.8 | 18
CN(C)C(=O)c1cnc(-c2ccccc2)nc1-c1ccccc1 | 10 | -5 | 0.6 | 2 | -4 | -4 | -5 | 1.3 | 4
C/C(=N\NC(=O)c1ccccc1)c1ccc(N2CCOCC2)cc1 | 6 | -5 | 0.0 | -1 | 1 | 0 | 5 | 0.3 | 2
CCOC(=O)c1c(NC(=O)Cn2nc([N+](=O)[O-])c(Br)c2C)sc2c1CCC(C)C2 (configuration not stated) | -3 | 19 | -0.1 | -4 | -6 | -1 | -8 | 0.3 | 4
Cc1ccccc1NC(=S)NC(=O)Cc1ccc(Cl)cc1 | 5 | 2 | 6.0 | -7 | -7 | -3 | -25 | 12 | 69*
Cc1sc2nc3ccc(N4CCCCC4)nn3c(=O)c2c1C | 37* | -9 | -0.3 | -25 | -4 | -23 | -1 | 0.6 | -1
COc1ccc(C(=O)c2ccc(Cl)cc2)cc1 | -13 | 5 | -0.4 | -13 | -7 | 4 | -10 | 0.2 | -1
COc1ccc(NC(=O)CN(c2c(C)cccc2C)S(C)(=O)=O)cc1 | 4 | 0 | -3.2 | -1 | 10 | 11 | 2 | -1.6 | 3
Cc1ccc(C2=Nc3ccccc3N(CC(=O)NCc3ccc(Cl)cc3)C(=O)C2)cc1C | x | -2 | 0.3 | 2 | -4 | -2 | -4 | -1.5 | 2
Cc1ccc(C(=O)OCC(=O)N2C(C)CCCC2C)cc1S(=O)(=O)N1CCCCC1 (configuration not stated) | -6 | 1 | -1.6 | 5 | -4 | 2 | 7 | -0.5 | -2
NC(=S)Nc1cccc2[nH]ncc12 | -11 | 27 | -0.1 | -2 | 6 | 0 | -3 | -0.5 | 6
COc1ccc(NC(=O)c2cc(=O)c3ccc(C)c(C)c3o2)cc1Cl | x | -4 | 0.3 | -8 | 0 | 3 | -4 | -0.5 | 4
O=C(N/N=C/c1sc(N2CCOCC2)nc1-c1ccccc1)c1ccccc1Cl | -12 | -8 | 0.9 | 7 | 2 | 0 | 7 | -0.2 | 0
COc1ccc(S(=O)(=O)N(C)CC(=O)NC2CCCC2)cc1OC | 12 | -5 | 0.0 | 0 | -7 | 0 | 5 | 0.6 | 1
COc1ccc(CCN(C)C(=O)CSc2nc3ncc(Cl)cc3[nH]2)cc1OC | 23 | 2 | 0.6 | -67* | -1 | -2 | -4 | -0.4 | -1
Cc1ccc(C(=O)C(C)OC(=O)C2CCN(c3ccc(C(F)(F)F)cn3)CC2)cc1C (configuration not stated) | -5 | 8 | -0.4 | 11 | 6 | 4 | -28 | -0.4 | -1
Cc1ccccc1Nc1c(-c2ccccc2)nc2cccc(C)n12 | x | 6 | -0.4 | 8 | 4 | -1 | -6 | 0.2 | 4
O=C(CSc1nc2ccccc2nc1Cc1ccc(F)cc1)Nc1ccc2c(c1)OCO2 | x | -4 | 0.5 | 0 | -1 | -1 | 6 | 2.8 | 0
O=C(Cn1cnc2ccccc2c1=O)N1CCN(Cc2ccc3c(c2)OCO3)CC1 | 55* | -13 | 0.7 | 52 | -2 | -6 | -14 | 50* | 5
